TTR transcr act = TTR transcription activators in neuroblastoma reporter cells, primary screen, cell-based, luminescence, SH-SY5Y, TTR promoter Gaussia luciferase | 100% = recombinant luciferase protein wells | activation, % at 16.7 µM | hit rate 1.3% among 92,000 | AID 1117267, 2014;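 active = activation above the mean of all tested compounds plus 3 SD, cut at about 9.5% in these data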;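 note: cells exposed to compounds for one day before reading; 0% = median of all test compound wells on the plate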
* marks the source's active call; other numbers are inactive results.

Start of the data: the first 3 records as a preview:
TTR transcr act,SMILES
0.5,CCN(CC)C(=S)SCC(=O)Nc1nc(-c2ccccc2)c(-c2ccccc2)o1
-3.1,CCOC(=O)Cc1csc(NC(=O)/C=C\c2ccccc2Cl)n1
3.2,Cc1ccc(NC(=O)CCC(=O)OCC(=O)c2ccc(Oc3ccc([N+](=O)[O-])cc3)cc2)cc1C

Main list (from the top)
TTR transcr act,SMILES
0.5,CCN(CC)C(=S)SCC(=O)Nc1nc(-c2ccccc2)c(-c2ccccc2)o1
-3.1,CCOC(=O)Cc1csc(NC(=O)/C=C\c2ccccc2Cl)n1
3.2,Cc1ccc(NC(=O)CCC(=O)OCC(=O)c2ccc(Oc3ccc([N+](=O)[O-])cc3)cc2)cc1C
1.1,Cc1ccc(NC(N)=S)cc1C
-0.3,COc1ccccc1OCCCCN1CCCCC1
-0.1,CC(C)(C)NCCOc1ccc2ccccc2c1
2.5,C=CCn1c(-c2csc3c2CCC(C)C3)n[nH]c1=S (stereo not given)
126*,COc1ccc([N+](=O)[O-])c(OC)c1C(=O)NC(=O)Nc1c(F)cc(F)cc1F
0.4,O=C(COc1ncnc2ccccc12)Nc1cc(S(=O)(=O)N2CCOCC2)ccc1Cl
-1.7,COC(=O)CC1=C(C(=O)OC)C(c2ccncc2)C(C#N)=C(N)O1 (stereo not given)
5.1,COCC(C)NC(=O)C1CC(c2cccc(Br)c2)=NO1 (stereo not given)
-0.6,Cc1cc(NC(=O)c2cc([N+](=O)[O-])ccc2Cl)no1
6.5,CCc1c(C(=O)NC2CCCC2)csc1C
-0.7,Nc1ccc(C(=O)C(=O)c2ccccc2)cc1
-1.3,O=C(NC(=S)NNS(=O)(=O)c1ccccc1)c1ccccc1[N+](=O)[O-]
-2.3,O=C1CCC(=O)N1c1nc2nc(-c3ccccc3)cc(=O)n2[nH]1
5.9,Cc1cccc(C)c1OCC(O)CNS(=O)(=O)c1ccccc1C(=O)N1CCOCC1 (stereo not given)
-1.2,CCN(CC)C(=O)CSC(Nc1ccc(F)cc1)=C(C#N)C#N
0.1,CC1=NN(c2ccccc2)C(=O)/C1=C\c1cc(C)n(C)c1C
3.9,CCOc1ccccc1NC1=C(Cl)C(=O)N(c2ccc(OC)cc2)C1=O
-3.2,CSc1ccc(NC(=O)Nc2cccn(Cc3ccccc3)c2=O)cc1
0.0,Nc1ccccc1Nc1ccc([N+](=O)[O-])cc1[N+](=O)[O-]
1.3,COCc1cc(C)nc(OCC(=O)N/N=C/c2ccc(OC)c(O)c2)c1C#N
-0.2,COc1cc(/C=N\NC(=O)c2sc(N)nc2C)cc(OC)c1OC
1.6,Cc1cc(C(=O)N/N=C2\CCCc3ccccc32)c(C)o1
0.3,N#CC(C#N)=Cc1ccc(OC(=O)c2ccccn2)cc1
-1.1,COc1ccc(CN2CCN(C(=O)Cn3nc(C(=O)O)c4ccccc4c3=O)CC2)cc1F
0.2,N#Cc1cccc(CSc2ncnc(N)n2)c1
-4.7,CC(C)(C)C(=O)N1CCc2cc(-c3csc(N)n3)ccc21
-0.9,Cc1nc2c(C)cccn2c1/C(O)=C1\C(=O)C(=O)N(CCN2CCOCC2)C1c1ccncc1 (stereo not given)

New compounds follow
TTR transcr act,SMILES
-0.5,O=C1C=C(NCCOC23CC4CC(CC(C4)C2)C3)C2(CCCCC2)O1
5.0,c1cncc(C2OCC3(CO2)COC(c2cccnc2)OC3)c1 (stereo not given)
-0.4,Nc1ncnc2c1ncn2[C@@H]1O[C@H](CNC(=O)[C@@H]2CCN2)[C@@H](O)[C@H]1O
-1.8,O=C(Cn1cnc2c(cnn2-c2ccc(Cl)cc2)c1=O)NC1CCCCC1
2.4,COc1cccc(N/C(=N/C(=S)Nc2ccc(C)cc2C)Nc2nc(C)cc(C)n2)c1
-2.0,CCN(CC)c1ccc(/C=N/NC(=O)C(O)c2ccccc2)cc1 (stereo not given)
-1.2,COc1ccc(N2C(=S)N(C(=O)c3ccccc3)C(=Nc3ccccc3)C2=Nc2ccccc2)cc1
-4.6,CCOC(=O)c1c(C)oc2ccc(OC(=O)N3CCOCC3)cc12
-1.0,COc1ccc2c(c1OC)C(=O)N(c1ccc3c(c1)CCC3)C2=O
-0.3,CCc1ccc(OCC(=O)NNC(=S)NC(=O)C2CCCCC2)c(Br)c1
0.6,COc1ccc(-c2cc3ccccc3n2CC(O)CN2CCCCC2)cc1 (stereo not given)
-4.5,COc1ccc(NC(=O)N2CCCC(c3nc(-c4ccc(C(C)C)cc4)no3)C2)cc1 (stereo not given)
-1.0,COc1ccc(NC(=O)CSc2nc(O)c(Cc3ccccc3)c(=O)[nH]2)cc1
-2.8,OC(COC1CCCCC1)CN1CCN(c2ccccc2)CC1 (stereo not given)
1.3,COc1ccc2nc(NNC(=O)c3cc(=O)c4ccccc4o3)sc2c1
-1.2,Cc1ccc(NNC(=O)c2ccno2)cc1C
2.8,CSc1ccccc1C(=O)Nc1cccc(C(C)=O)c1
-0.3,Cc1c(N/C=C(\Cl)C(=O)C(F)(F)F)c(=O)n(-c2ccccc2)n1C
-0.6,Cn1c(C(=O)NCCN2CCOCC2)cc2sccc21
1.3,Cc1ccccc1OCC(=O)N(CC(C)C)c1c(N)n(CC(C)C)c(=O)[nH]c1=O
0.3,O=C(NN1C(=O)C2C3CCC(O3)C2C1=O)c1ccco1 (stereo not given)
-1.0,CCCC(=O)Nc1ccc(C(=O)/C=C/c2ccc(SC)cc2)cc1
3.2,S=C(Nc1ccccc1)N1CCN(c2ccc(N3CCOCC3)nn2)CC1
-3.1,c1ccc(CSCc2cn3ccsc3n2)cc1
-0.4,Cc1ccc(S(=O)(=O)N2[C@@H](c3ccc(Br)cc3)C(C(=O)O)=CC[C@H]2c2ccc(Cl)c(Cl)c2)cc1
2.1,CC(C)c1nc2c(c(=O)n(C)c(=O)n2C)n1C
-0.9,O=C(Cc1cccc(NC(=O)C2CCCN(C(=O)C3CC3)C2)c1)Nc1cccc(C(=O)N2CCOCC2)c1 (stereo not given)
-2.6,CC1=NN(C(=O)c2ccc(Cl)cc2)C(O)(c2ccccc2)C1 (stereo not given)
-0.7,COc1ccc(CC(=O)Nc2cccc(-c3csc(C)n3)c2)cc1
-2.1,O=C(C1CC(=O)N(C2CCCCC2)C1)N1CCN(c2cccc(C(F)(F)F)c2)CC1 (stereo not given)

(further entries)
TTR transcr act,SMILES
-0.5,COc1ccccc1-c1c(C)nn2c(N3CCC(C(N)=O)CC3)cc(C)nc12
0.6,CCc1ccc(/C=C2\SC(=S)N(CCC(=O)NCCCN3CCOCC3)C2=O)cc1
2.4,O=C(c1ccc(F)cc1)c1cn[nH]c1-c1ccccc1O
5.2,COc1ccc(NC(=O)c2ccc(Cl)nc2)cc1S(=O)(=O)N1CCOCC1
-3.9,Cc1ccc(S(=O)(=O)n2nc(OC(=O)c3c(-c4ccccc4Cl)noc3C)cc2N)cc1
-0.5,COc1ccc(C)cc1Nc1ccc(C(=O)O)cc1[N+](=O)[O-]
0.2,CCOc1ccc(N2C(=O)CC(NCCc3ccncc3)C2=O)cc1 (stereo not given)
-0.2,COc1ccc(NC(=O)CSc2nc3sc(C)cc3c(=O)n2C)c(OC)c1
-1.5,Cc1cc(C)nc(NC(=NCCc2c[nH]c3ccccc23)NC(=O)Nc2ccc(Cl)c(Cl)c2)n1
1.0,Cc1cc2nc(C(C)(C)C)c(Cc3ccsc3)n2c(C)c1Br
-0.6,NS(=O)(=O)c1ccc(NCc2c(F)cccc2Cl)cc1
7.2,O=C(CN(CCc1ccccc1)C(=O)CNS(=O)(=O)c1ccccc1)NCC1CCCO1 (stereo not given)
2.0,CCN1CCN(c2cc(C)c3cc(NC(=S)N4CCOCC4)ccc3n2)CC1
-4.1,CC1(C(=O)NS(=O)(=O)c2ccc(Cl)cc2)CCN1C(=O)Cc1cccc2ccccc12 (stereo not given)
2.0,Cc1ccc(C(=O)NNC(=O)Cc2cccs2)cc1
0.9,CCOC(=O)N1CCc2[nH]c3ccc(C)cc3c2C1
-2.8,Cc1ccc(N2CC(C(=O)N/N=C/c3cccc([N+](=O)[O-])c3)CC2=O)cc1 (stereo not given)
5.2,COC(=O)N1C(=O)[C@](c2ccc(Cl)cc2)(C(C)C)N1C(=O)OC
0.9,Cc1nc(NCCc2ccc(F)cc2)c2nnn(Cc3ccccc3)c2n1
-1.6,CCOc1ccc2oc(C(=O)OCC(=O)NC3CC3)c(C)c2c1
2.3,CC(=O)c1c(C)n(C)c2ccc(OC(=O)c3ccc([N+](=O)[O-])cc3)cc12
1.6,Cn1c(=O)c2[nH]c(CCCc3nc4ccccc4[nH]3)nc2n(C)c1=O
-4.3,O=C(Nc1ccc(S(=O)(=O)NCc2ccco2)cc1)c1ccc2ccccc2n1
0.1,O=C(O)CCC(=O)N1N=C(c2ccc(Br)cc2)CC1c1ccc(Br)cc1 (stereo not given)
-2.0,N#C/C(=C/c1ccc(-c2ccc(Br)cc2)o1)C(=O)NC1CCCCC1
2.7,COc1cc(C(Nc2ccc(S(=O)(=O)N3CCC(C)CC3)cc2)C(=O)NCC2CCCO2)cc(OC)c1OC (stereo not given)
-3.0,O=C(CSc1nc2ccccc2o1)Nc1ccc(N2CCOCC2)c(Cl)c1
8.2,COC(=O)CC1(c2cccc3ccccc23)C(=O)c2ccccc2C1=O
1.7,CCNC(=S)NNC(=O)CSc1nc2ccccc2n1C
2.7,CCOC(=O)CNC(=O)CSc1nnc(COc2ccc(Cl)cc2)n1CC

(more compounds)
TTR transcr act,SMILES
-2.4,O=C(COC(=O)C1CCCN1C(=O)C12CC3CC(CC(C3)C1)C2)c1ccc(Br)cc1 (stereo not given)
0.1,O=C(N/N=C/c1ccc(OCC2COCCO2)cc1)c1ccc(Br)cc1 (stereo not given)
0.7,Cc1cc(C)cc(-n2c(N)c(C(=O)Nc3c(C)n(C)n(-c4ccccc4)c3=O)c3nc4ccccc4nc32)c1
-1.2,CN(C)c1ccc(C=NN2CCCCCC2)cc1
11*,Cc1ccc(NC(=O)Cc2n[nH]c(=S)n2C)cc1
5.0,Cc1ccccc1NC(=S)N1CCOCC1
0.7,COc1cccc(CN(C(=O)c2cccc(OC)c2)C2CCS(=O)(=O)C2)c1 (stereo not given)
0.1,Cc1cc(C)n2ncc(C(=O)NCc3ccccc3)c2n1
-2.8,c1ccc(CCN2CCN(c3ncnc4c3cnn4-c3ccccc3)CC2)cc1
0.2,CC(=O)Nc1ccc(NC(=O)CSc2nnc(-c3ccc(NS(C)(=O)=O)cc3)n2C)cc1C
5.1,COc1ccc(Cc2nc3ccc(C(=O)N4CCCN(C=O)CC4)cc3o2)cc1
-2.0,O=C(COC(=O)COc1ccc(Br)cc1)Nc1cccnc1Cl
1.7,Cc1ccc2c(c1)C1C=CCC1C(C(=O)NCCCN1CCOCC1)N2 (stereo not given)
1.6,CC1Nc2ccc(C(=O)NC3CCCCC3)cc2NC1=O (stereo not given)
-5.6,COc1ccc(C2/C=C\CN(C(=O)c3ccccc3)[C@H](Cc3ccccc3)C(=O)N2Cc2ccc(F)cc2)cc1 (stereo not given in full)
-1.2,CN(C)c1ccc(NC(=O)c2ccc3c(c2)nnn3C)cc1
-0.9,Cc1ccc2nc(C)cc(C(=O)OCC(=O)Nc3c(C)n(C)n(-c4ccccc4)c3=O)c2c1
0.1,CSc1nc2ccc3nc(NC(=O)c4ccc(C)cc4)sc3c2s1
1.2,O=C(CN(Cc1ccc(F)cc1)C(=O)CCC(=O)Nc1ccccn1)NCCc1ccccc1
-1.6,CC(C)Cc1csc(NC(=O)C(C)C)c1C(=O)O
2.9,Cn1c2ccccc2n2c(=O)cc(-c3ccccc3)c(C#N)c12
0.5,O=C(NCc1ccccc1)OCCN1C(=O)CCC12CCCCC2
-2.7,COc1cc(OC)cc(-c2nc3ccccc3c(=O)n2OC(=O)c2ccccc2C)c1
-1.0,Cc1ccc(C)c(OCC(=O)N(Cc2ccccc2)c2c(N)n(Cc3ccccc3)c(=O)[nH]c2=O)c1
-6.2,CS(=O)(=O)c1sc(C#N)c2c1C(=O)CC(c1ccccc1)C2 (stereo not given)
0.8,CCNc1sc(S(C)(=O)=O)nc1S(=O)(=O)c1ccc(Cl)cc1
0.0,CCOCCCNCC(=O)NCC1CCCCC1
0.7,O=c1[nH][nH]c(C(F)(F)F)c1/C=N/N1CCOCC1
1.9,CC(=O)OCC1OC(COC(C)=O)(c2ccc(C)cc2)C(OC(C)=O)C1OC(C)=O (stereo not given)
-0.4,COc1cccc(NC(=O)Nc2ccc3c(c2)nnn3C)c1

An excerpt from above in order of count of non-hydrogen atoms, ascending:
TTR transcr act,SMILES
0.8,CCNc1sc(S(C)(=O)=O)nc1S(=O)(=O)c1ccc(Cl)cc1
0.6,CCc1ccc(/C=C2\SC(=S)N(CCC(=O)NCCCN3CCOCC3)C2=O)cc1
-0.4,Cc1ccc(S(=O)(=O)N2[C@@H](c3ccc(Br)cc3)C(C(=O)O)=CC[C@H]2c2ccc(Cl)c(Cl)c2)cc1

(more compounds)
TTR transcr act,SMILES
2.1,CCC(=O)Nc1ccc2c(c1)OC[C@@H](C)N(C(=O)c1ccccn1)C[C@@H](C)[C@@H](OC)CN(C)C2=O
-1.0,CCN(CC)S(=O)(=O)c1ccc(C)c(NC(=O)CSc2nc3ccc(C)cc3[nH]2)c1
0.8,COc1ccc(C(C)=O)cc1CON=C1CSCc2ccccc21
-1.4,O=C(Nc1ccon1)c1ccc(N2CCCCC2)c([N+](=O)[O-])c1
3.0,Cc1ccccc1CN1CCCCC(NC(=O)c2c(F)cccc2F)C1=O (stereo not given)

4 entries picked at random from those above:
TTR transcr act,SMILES
2.1,CCC(=O)Nc1ccc2c(c1)OC[C@@H](C)N(C(=O)c1ccccn1)C[C@@H](C)[C@@H](OC)CN(C)C2=O
3.0,Cc1ccccc1CN1CCCCC(NC(=O)c2c(F)cccc2F)C1=O (stereo not given)
0.8,COc1ccc(C(C)=O)cc1CON=C1CSCc2ccccc21
-1.4,O=C(Nc1ccon1)c1ccc(N2CCCCC2)c([N+](=O)[O-])c1

Only part of the results is shown (hit frequency here may not be typical).
